# aGal spleen mod – qHTS Assay for Inhibitors and Activators of Human alpha-Galactosidase From Spleen Homogenate | Alpha-galactosidase A (Homo sapiens), P06280 | human spleen homogenate, 4MU-alpha-Gal fluorescence, 40 min | Potency, µM (series often up to 80 µM), for the others: at the top dose activity change, negative = inhibition, usual class: inhibitors | actives 0.008% (n = 240,000);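 further: 0% = enzyme with vehicle and -100% = no enzyme basal signal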
# Target sequence (P06280 32-429 limits assumed): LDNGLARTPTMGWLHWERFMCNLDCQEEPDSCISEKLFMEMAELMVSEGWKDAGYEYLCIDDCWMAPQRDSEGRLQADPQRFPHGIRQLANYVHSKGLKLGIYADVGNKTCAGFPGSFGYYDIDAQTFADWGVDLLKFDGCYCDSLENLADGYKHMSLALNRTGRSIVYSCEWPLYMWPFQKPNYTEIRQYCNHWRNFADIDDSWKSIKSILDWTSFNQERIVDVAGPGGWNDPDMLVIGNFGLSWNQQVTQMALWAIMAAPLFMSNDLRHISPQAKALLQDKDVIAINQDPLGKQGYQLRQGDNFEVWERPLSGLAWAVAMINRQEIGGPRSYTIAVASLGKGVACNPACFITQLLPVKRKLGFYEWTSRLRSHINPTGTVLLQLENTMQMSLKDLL
#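 Human spleen homogenate (1 ug) as enzyme source, 4-methylumbelliferyl-alpha-D-galactopyranoside 1 mM final, citrate/phosphate pH 5.0 with 0.01% Tween-20. Compounds 40 min at 37C, NaOH/glycine stop; fluorescence Ex 365/Em 440, Hill-fit AC50.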
# NPSR antagonist – qHTS Assay for Antagonists of the Neuropeptide S Receptor: cAMP Signal Transduction | Q6W5P4 | CHO-NPSR cells, cAMP TR-FRET, antagonist mode | Potency, µM (doses to about 38.3 µM), inactives show at the highest dose activity change, negative = inhibition, actives largely listed as inhibitors | actives 1% (n = 220,000) | AID 1461, 2008; further: on the % scale 0 is the no-effect control and ±100 the full control effect; nearly all actives have a fitted effect of over 50% in size; many of its hits are not listed in these tables
# GAA glycogen mod – qHTS Assay for Inhibitors and Activators of Human alpha-Glucosidase Cleavage of Glycogen; Lysosomal alpha-glucosidase (Homo sapiens), P10253; actives 0.38% (n = 300,000); Potency, µM (titrated, usually from 76.4 µM), for inactives: at the top dose activity change, negative = inhibition, hits mostly inhibitors; recombinant GAA, glycogen substrate, Amplex Red glucose oxidase fluorescence; AID 2100, 2009;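 further: 0% = full enzyme reaction and -100% = no-enzyme basal signal; the screen sought inhibitors and activators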
#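 Recombinant enzyme (4 nM final) with compounds titrated up to 77 uM and bovine liver glycogen (30 ug) in citrate pH 5.0, 0.01% Tween-20, 37 C 40 min. Released glucose detected by Amplex Red/glucose oxidase (Ex 573/Em 610); AC50 from Hill fits.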
# Epigenetic reg – Quantitative High-Throughput Screen for Regulators of Epigenetic Control. murine LDR cells, GFP reporter derepression, 30 h. Potency, µM (titrated, usually from 53.9 µM), inactives show at the highest dose GFP activation, actives largely listed as activators. actives 0.2% (n = 280,000). AID 1865, 2009; further: % of control where 0% means no effect; nearly all actives have a fitted effect of over 60% in size
#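 In this reporter-derepression format, murine cells bearing a silenced integrated CMV-GFP locus incubate with test compound (30 h, 37 C), then are washed and imaged; fluorescent objects of 20–120 um count as induced cells.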
# ALDH1A1 block – qHTS Assay for Inhibitors of Aldehyde Dehydrogenase 1 (ALDH1A1) | Aldehyde dehydrogenase 1A1 (Homo sapiens), P00352 | Purified ALDH1A1, NADH fluorescence, propionaldehyde substrate | Potency, µM (series often up to 75.3 µM), for inactives: top-dose activity, negative = inhibition, usual class: inhibitors | actives 7.3% (n = 220,000); active means well fitted inhibition curve with a large enough effect, not every such curve was filed as active; inconclusive means small, poorly fitted or top-dose-only effect, or another doubt; inactive means no such curve, though single readings can be large or run the other way;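 further: plate controls were no enzyme wells and a reference inhibitor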
# Target sequence (P00352 whole entry, looked up): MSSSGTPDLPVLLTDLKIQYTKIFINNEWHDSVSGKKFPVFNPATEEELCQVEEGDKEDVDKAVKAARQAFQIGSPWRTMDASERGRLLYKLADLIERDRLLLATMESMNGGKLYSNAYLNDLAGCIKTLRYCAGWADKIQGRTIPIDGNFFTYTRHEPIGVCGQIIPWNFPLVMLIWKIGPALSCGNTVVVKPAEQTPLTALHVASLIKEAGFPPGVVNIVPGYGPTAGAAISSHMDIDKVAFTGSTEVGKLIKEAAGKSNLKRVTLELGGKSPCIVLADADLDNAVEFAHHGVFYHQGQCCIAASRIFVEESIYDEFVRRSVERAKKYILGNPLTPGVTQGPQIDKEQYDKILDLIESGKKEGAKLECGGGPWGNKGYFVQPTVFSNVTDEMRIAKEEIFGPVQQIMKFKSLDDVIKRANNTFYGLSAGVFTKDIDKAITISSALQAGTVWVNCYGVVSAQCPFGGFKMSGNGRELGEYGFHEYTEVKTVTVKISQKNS
# GAA inhib – qHTS Assay for Inhibitors of Human alpha-Glucosidase as a Potential Chaperone Treatment of Pompe Disease; Potency, µM (highest dose often 76.9 µM), inactives show at the highest dose activity change, negative = inhibition, actives largely listed as inhibitors; purified human GAA, 4-MU-alpha-glucoside fluorescence; actives 0.005% (n = 200,000); AID 1466, 2008;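 further: plate controls were uninhibited enzyme wells for no effect and no-enzyme background for full effect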
#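 Activity normalized between no-enzyme (basal) and enzyme-only wells. Conditions: 4 nM human enzyme, 400 uM fluorogenic substrate, citrate/phosphate pH 5.0 with Tween-20, 20 min room temperature, compounds up to 77 uM.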
# aGlu spleen mod – qHTS Assay for Inhibitors and Activators of Human alpha-Glucosidase From Spleen Homogenate. AID 2112, 2009. Potency, µM (titrated, usually from 79.9 µM), without a hit: top-dose activity change, negative = inhibition, actives largely listed as inhibitors. actives 0.006% (n = 240,000). human spleen homogenate, 4-MU-alpha-glucoside fluorescence;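 further: 0% = enzyme with vehicle and -100% = no enzyme basal signal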
#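 Enzyme source: human spleen homogenate, 1 ug/well. Buffer 50 mM citric acid/K phosphate pH 5.0, 0.01% Tween-20. 4-MU-alpha-glucoside 1 mM; 37 C x 40 min; NaOH/glycine stop; fluorescence.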
# Tau fluor counter – Counterscreen qHTS for Inhibitors of Tau Fibril Formation, Fluorescence Polarization. tau K18 P301L (four-repeat tau fragment) Alexa594 fluorescence, heparin fibrillization. Potency, µM (series often up to 57.7 µM), inactives show top-dose activity change, negative = decrease. actives 0.93% (n = 280,000). AID 1463, 2008; further: on the % scale 0 is the no-effect control and ±100 the full control effect; nearly all actives have a fitted effect of over 55% in size
#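 Human K18 P301L tau (15 uM unlabeled plus 0.24 uM Alexa 594-labeled, final) in 100 mM sodium acetate pH 7 was mixed with compound and 20 uM heparin and incubated 6 hr at 37 C.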
# Active calls of the source: *; u = inconclusive; x = not tested or not shown; & = joins results of further samples; [ ] = dose if it differs, or a comment. Unless noted, the call rests on the fitted dose curve; in most records, active means well fitted curve in the direction sought with a large enough effect; inconclusive means small, poorly fitted or top-dose-only effect, or another doubt; inactive means no such curve, though single readings can be large; an effect the other way counts as inactive or inconclusive. Potency means the concentration at half of the fitted maximal effect.
cpd	compound	GAA glycogen mod	GAA inhib	Epigenetic reg	aGlu spleen mod	Tau fluor counter	ALDH1A1 block	NPSR antagonist	aGal spleen mod
1	COc1ccccc1NC(=O)C1=C(C)Nc2ncnn2C1c1ccc(C)o1 (configuration not stated)	-15.8%	-1.6%	3.3%	7.0%	4.9%	u	-22.8%[46.1 µM]	11.6%
2	CCOC(=O)CNC(=S)N(Cc1ccccc1)Cc1cccs1	-9.9%	0.5%	8.2%	4.1%	-24.8%	u	-15.3%	5.1%
3	O=C(Nc1ccccc1)OCc1cn(-c2ccc(Cl)cc2)nn1	1.3%	6.7%	0.0%	-5.3%	-11.5%	u	-6.9%[46.1 µM]	22.3%
4	CC(CCc1ccccc1)NC(=O)COC(=O)c1ccccc1O (configuration not stated)	6.3%	0.7%	0.9%	-3.1%	-7.7%	u	4.7%	-10.3%
5	Cc1ccc(S(=O)(=O)N2CCCC2C(=O)NCc2ccco2)cc1 (configuration not stated)	-5.5%	-4.6%	1.0%	9.8%	-0.4%	28.2µM*	21.3%[46.1 µM]	6.6%
6	COc1ccc(/C=C/C(=O)C2CC2)cc1COc1cccc(C)c1C	-2.3%	x	0.0%	2.5%	-25.5%	x	-48.8%	-4.5%
7	O=C(N/N=C/c1ccc(-c2ccccc2[N+](=O)[O-])o1)c1cccnc1	-7.8%	1.7%	0.0%	-3.1%	-24.4%	u	-7.6%[46.1 µM]	1.7%
8	COc1ccccc1Oc1ccc2c(c1)C(=O)N(c1cccc3ncccc13)C2=O	-3.1%	0.0%	0.0%	3.6%	2.3%	-6.0%	8.7%	8.6%
9	Fc1ccc(-c2cnn3c(-c4ccncc4)ccnc23)cc1	4.1%	-10.3%	-1.3%	x	-2.1%	19.7%	8.8%	6.1%
10	CCOC(=O)c1cc(-c2c(Cl)cccc2Cl)no1	2.7%	-0.3%	4.9%	-0.9%	-21.5%	-0.8%	-2.3%	-7.1%
11	Cc1nc(C2COc3ccccc3O2)sc1C(=O)O (configuration not stated)	-3.0%	x	1.4%	-6.6%	-3.6%	x	-4.1%[7.67 µM]	-0.4%
12	CNc1ccc(Br)cc(C(=O)/C=C/c2ccc(OC)cc2OC)c1=O	-4.4%	-12.3%	10.0%	-0.2%	u	u	-27.8%	5.3%
13	Cc1nn(CCCC(=O)Nc2ccccn2)c(C)c1[N+](=O)[O-]	22.2%	-6.6%	-6.0%	2.7%	1.8%	1.7%	9.3%	-6.1%
14	CCOC(=O)N1CCC(O)(c2cc(C)c(C)cc2C)CC1	3.4%	-0.4%	6.3%	-0.3%	3.3%	5.2%	-9.8%[46.1 µM]	1.6%
15	CC(C)(C)c1nc2scc(-c3ccc(Cl)cc3)c2c(=O)o1	-9.2%	-1.0%	-0.2%	-1.9%	-7.8%	0.2%	-8.8%[46.1 µM]	11.0%
16	CNC(=O)C1(C)C=CC2(CCCCC2)N1C(C)=O (configuration not stated)	x	x	4.5%	-8.1%	-3.2%	-14.4%	x	-16.5%
17	Cc1cc(C)n2c(-c3ccccc3Cl)nnc2n1	8.8%	-0.2%	-0.7%	-10.0%	3.8%	u	0.2%	-2.5%
18	COC(=O)c1cn(-c2ccccc2)c(=O)c2ccccc12	-9.9%	1.2%	0.0%	-2.2%	3.5%	u	-9.8%	-9.1%
19	CN(C)S(=O)(=O)c1cccc2c1C(=O)c1ccccc1C2=O	5.1%	1.1%	1.1%	-2.6%	-14.4%	u	4.5%	6.3%
20	Cc1cc2ccccc2n1CCNC(=O)COc1ccccc1	-0.1%	-7.0%	0.0%	4.4%	-16.9%	2.8%	-12.6%[46.1 µM]	8.7%
21	N#C/C(=C(/O)COC(=O)c1ccc(O)cc1)c1nc2ccccc2[nH]1	-0.8%	x	-2.2%	-5.8%	-29.9%	x	-4.4%	-2.1%
22	Cc1ccc(C)c(CSc2nc3ccncc3n2CC(=O)Nc2ccc(C)c(C)c2)c1	2.1%	-3.7%	0.0%	9.2%	u	0.4%	-27.0%	-13.6%
23	C/C(=N/NC(=O)CNc1ccc(C)cc1)c1ccc(Br)s1	10.5%	0.7%	-2.3%	-6.8%	-28.4%	14.1µM*	u	-3.1%
24	COc1ccc(C2/C=C\CNCC(=O)N2Cc2ccc(F)cc2)cc1 (configuration not stated)	5.5%	x	-1.1%	-2.4%&11.7%	-9.2%	x	9.4%	1.8%&13.4%
25	NC(=S)Nc1ccc(Cl)cc1Cl	-5.8%	x	-1.4%	-0.4%	-12.8%	x	-6.0%[7.67 µM]	1.6%
26	CCSc1nc2c(c(=O)[nH]1)C(c1cccnc1)C(C(=O)OC(C)C)=C(C)N2 (configuration not stated)	-1.0%	-2.8%	-1.0%	5.8%	0.3%	-2.7%	-11.0%	10.2%
27	CCN(CC)C(=O)CN(C#N)c1nc(C)cc(C)n1	-6.1%	-0.3%	0.0%	-2.0%	-2.7%	6.8%	25.6%	1.0%
28	COc1ccc(/C=C2\SC(=NCc3ccccc3)NC2=O)cc1	9.4%	1.4%	1.3%	-8.1%	1.4%	-8.4%	-14.5%[46.1 µM]	1.3%
29	c1ccc(Cc2cc(-c3ccccc3)on2)cc1	2.0%	-3.4%	1.2%	-13.3%	-18.5%	u	-22.9%[46.1 µM]	-18.3%
30	COc1cccc(C2NC(=O)c3sc(=S)n(-c4ccccc4)c3N2)c1 (configuration not stated)	u	-16.7%	-1.0%	5.2%	-21.0%	-8.5%	-8.0%[46.1 µM]	3.0%
31	Cc1ccccc1NC(=S)NC(=O)c1cncc(Br)c1	1.1%	u	1.1%	-1.3%	15.4%	u	-20.3%	0.6%
32	Cc1onc(-c2c(F)cccc2Cl)c1C(=O)N1CCN(S(C)(=O)=O)CC1	2.0%	-12.8%	-1.1%	u	-21.2%	-6.7%	-12.8%[46.1 µM]	-1.7%
33	O=C(CCN1C(=O)/C(=C/c2ccccc2Cl)SC1=S)NC1=NCCS1	2.4%	-3.2%	2.3%	-0.7%	u	u	-5.6%	9.0%
34	CCOC(=O)C(C)n1cnc2c(nnn2-c2ccc(OC)cc2)c1=O (configuration not stated)	11.7%	0.4%	-2.6%	-1.5%	-1.5%	-10.1%	u	-1.6%
35	Cc1[nH]n(-c2ccccc2)c(=O)c1C=NCCc1ccccc1	-1.4%	2.2%	-0.9%	1.1%	-8.6%	-5.6%	4.8%	1.4%
36	COc1ccc(NC(=S)N2CCCC(CO)C2)c(OC)c1 (configuration not stated)	-6.3%	-8.2%	0.4%	7.0%	5.6%	4.1%	9.0%	2.9%
37	CC1CCc2nn(CC(=O)NC3CCCC3)cc2C1 (configuration not stated)	7.5%	-4.0%[15.4 µM]	2.7%	u	0.7%	9.3%	11.9%[46.1 µM]	-8.0%
38	COC(=O)[C@H](CC(C)C)NC(=O)NC1CCCc2ccccc21 (some centres not stated)	1.4%	-7.3%	0.0%	-3.9%	-2.6%	9.7%	6.7%[46.1 µM]	-11.2%
39	CCOc1cc(/C=N\NC(=O)Cc2ccccc2)ccc1OCC(=O)Nc1ccc(C)c(C)c1	4.6%	-2.0%	2.6%	-13.8%	-10.8%	2.8%	u	-2.0%
40	CC12CC3CC(C)(C1)CC(CN1CCOCC1)(C3)C2	8.1%	0.1%	5.3%	-3.4%	-4.4%	11.2%	-5.4%[46.1 µM]	-5.6%

# Along the list, as entered above:
# ALDH1A1 block, compounds 32–36 → -6.7%, u, -10.1%, -5.6%, 4.1%

# Carrying on.
cpd	compound	GAA glycogen mod	GAA inhib	Epigenetic reg	aGlu spleen mod	Tau fluor counter	ALDH1A1 block	NPSR antagonist	aGal spleen mod
41	O=C(Nc1ccc(N2CCN(C(=O)c3ccc(Cl)cc3)CC2)cc1)c1ccc([N+](=O)[O-])o1	-10.2%	8.6%	u	-1.1%	u	-6.1%	-42.1%	5.1%
42	COc1ccc(CN(C(=O)c2ccc(CN3CCOCC3)o2)C(C(=O)NCC2CCCO2)c2ccc(F)cc2)cc1 (configuration not stated)	-5.3%	10.1%	-1.1%	-1.9%	12.0%[2.34 µM]	u	11.8%	0.2%
43	CCn1c2ccccc2c(=O)c2ccccc21	-9.3%	4.1%	1.1%	1.5%	10.5%[2.34 µM]	u	-9.9%	-3.5%
44	COc1ccc2nc(NC(=O)c3ccccc3-c3ccccc3C(=O)O)sc2c1	0.9%	u	1.0%	0.8%	-2.3%	5.0%	-10.5%	2.3%
45	Cc1ccc2nc(-c3ccncc3)cc(-c3ccccc3)c2c1	-2.3%	-4.0%	-1.2%	2.4%	-12.5%	u	u	-9.4%

# One compound at a time (already shown). Screens in order: GAA glycogen mod	GAA inhib	Epigenetic reg	aGlu spleen mod	Tau fluor counter	ALDH1A1 block	NPSR antagonist	aGal spleen mod
# Profile of COc1ccc2nc(NC(=O)c3ccccc3-c3ccccc3C(=O)O)sc2c1 : 0.9%	u	1.0%	0.8%	-2.3%	5.0%	-10.5%	2.3%
# Profile of COc1ccc(CN(C(=O)c2ccc(CN3CCOCC3)o2)C(C(=O)NCC2CCCO2)c2ccc(F)cc2)cc1 (configuration not stated) : -5.3%	10.1%	-1.1%	-1.9%	12.0%[2.34 µM]	u	11.8%	0.2%
# Profile of CCn1c2ccccc2c(=O)c2ccccc21 : -9.3%	4.1%	1.1%	1.5%	10.5%[2.34 µM]	u	-9.9%	-3.5%
# Profile of Cc1ccc2nc(-c3ccncc3)cc(-c3ccccc3)c2c1 : -2.3%	-4.0%	-1.2%	2.4%	-12.5%	u	u	-9.4%
# Profile of O=C(Nc1ccc(N2CCN(C(=O)c3ccc(Cl)cc3)CC2)cc1)c1ccc([N+](=O)[O-])o1 : -10.2%	8.6%	u	-1.1%	u	-6.1%	-42.1%	5.1%

# Assay outcomes: PubChem, National Center for Advancing Translational Sciences (NCATS)

# A portion of the library, so the mix of outcomes need not match the whole.
